Screens from PubChem.
MLLE-PAM2 inh – inhibitors of PABP1 MLLE–PAM2 peptide binding, primary screen, biochemical, fluorescence polarization, FITC-PAM2, GST-MLLE. Polyadenylate-binding protein 1 (Homo sapiens), P11940. inhibition, % at 20 µM. 360,000 tested, 0.36% active. AID 588489, 2011; in the data active = inhibition above about 35%, passing the limit was not always enough;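 also: plate controls were DMSO wells with GST-MLLE for no effect and wells lacking GST-MLLE protein for full effect; some results filed as inactive read as strong as hits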
Target sequence (P11940 whole entry, looked up): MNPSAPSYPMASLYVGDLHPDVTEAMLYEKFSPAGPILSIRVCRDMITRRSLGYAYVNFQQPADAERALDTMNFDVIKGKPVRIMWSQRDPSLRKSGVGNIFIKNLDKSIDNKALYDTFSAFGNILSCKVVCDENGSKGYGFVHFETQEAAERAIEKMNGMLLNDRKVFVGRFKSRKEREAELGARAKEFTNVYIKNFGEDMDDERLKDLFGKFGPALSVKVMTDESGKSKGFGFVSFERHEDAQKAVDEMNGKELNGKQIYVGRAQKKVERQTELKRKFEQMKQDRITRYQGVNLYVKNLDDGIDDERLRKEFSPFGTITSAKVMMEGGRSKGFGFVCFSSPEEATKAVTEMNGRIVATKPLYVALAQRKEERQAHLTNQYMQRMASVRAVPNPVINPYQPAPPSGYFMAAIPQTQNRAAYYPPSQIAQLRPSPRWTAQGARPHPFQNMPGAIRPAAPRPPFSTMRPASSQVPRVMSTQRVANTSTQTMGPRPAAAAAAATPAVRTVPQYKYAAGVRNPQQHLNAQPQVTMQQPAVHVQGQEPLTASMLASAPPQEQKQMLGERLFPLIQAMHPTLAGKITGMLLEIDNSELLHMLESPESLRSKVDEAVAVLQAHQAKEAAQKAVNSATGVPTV
MT1-MMP act inh – blockers of MT1-MMP proenzyme processing, primary screen, HT1080 RFP-PRO-GFP cells, GFP/RFP fluorescence. GFP/RFP ratio fluorescence, overnight; percent of plate control window, DMSO zero. GFP/RFP ratio change, % at 20 µM. 360,000 tested, 0.061% active;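 active = GFP/RFP ratio change of at least 30% with cell ATP level not reduced by more than half and red fluorescence within 50% of control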; also: strong numbers were not always called active
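Assay system: HT1080 RFP-PRO-GFP cells. Benchmarks: DMSO vehicle wells and RFP-L50D-GFP reporter cell wells. Times: overnight cell settling, then overnight compound exposure, 37 °C, 5% CO2. Compound: 20 µM single dose, 1% DMSO. Read-out basis: GFP/RFP fluorescence ratio.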
FAS-TE inh – FAS thioesterase domain inhibitors, primary screen, biochemical, fluorescence intensity, uHTS; Fatty acid synthase (Homo sapiens), P49327; recombinant FAS-TE, OMFH fluorogenic substrate, fluorescence endpoint; inhibition, % at 15 µM; 360,000 tested, 0.67% active; AID 602261, 2012;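 active = compounds whose normalised, plate-corrected inhibition of enzyme fluorescence in the single-dose primary screen is 50% or more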;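 also: 0% = DMSO with enzyme and 100% = substrate without enzyme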
CendR NRP1 mod – modulators of CendR peptide binding to NRP-1, primary screen, biochemical, fluorescence polarization, uHTS; AID 602438, 2012; Neuropilin-1 (Homo sapiens), O14786; inhibition, % at 25 µM; 360,000 tested, 0.85% active; FAM-RPARPAR peptide binding to NRP-1;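 active = inhibition or corrected inhibition above about 18%, plus a signal ratio from 0.5 to 1.5, limit read from the data, passing the limit was not always enough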; also: strong numbers were not always called active
SKN-1 block – suppressors of acrylamide-induced Pgst-4::GFP reporter in worms, primary screen, SKN-1 inhibitor project, whole organism, uHTS, GFP/RFP fluorescence ratio, strain VP596. inhibition, % at 21.8 µM. 360,000 tested, 0.49% active. C. elegans VP596 Pgst-4::GFP/RFP ratio, 24 h;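 active = interference check ratio from 0.5 to 1.5 plus GFP to RFP signal ratio inhibition reaching or exceeding a fixed threshold, cut at about 30% in these data, passing the limit was not always enough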; also: some compounds called inactive have numbers as strong as hits
eLon inh – inhibitors of E. coli Lon protease, primary screen, biochemical, fluorescence polarization; purified E. coli Lon protease; inhibition, % at 7.94 µM; 360,000 tested, 0.42% active; AID 602123, 2011; in the data active = inhibition above about 13%, passing the limit was not always enough;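 also: 0% = enzyme with probe and DMSO and 100% = no enzyme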
Rin1 Abl inh – inhibitors of Rin1-Abl protein binding, primary screen, biochemical, TR-FRET | Tyrosine-protein kinase ABL1 (Homo sapiens) + Ras and Rab interactor 1 (Homo sapiens), … | inhibition, % at 7.35 µM | AID 588664, 2011 | 360,000 tested, 0.4% active; in the data active = inhibition above about 5%, passing the limit was not always enough
MsrA act – bovine MsrA enzyme activators, primary screen, biochemical, absorbance, HTS; 360,000 tested, 0.3% active; Methionine sulfoxide reductase A (Bos taurus); activation, % at 10.6 µM; purified bovine MsrA, absorbance read-out; AID 602163, 2012; in the data active = activation above about 7.5%;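 also: 0% = vehicle and 100% = reference activator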
Neddyl block – inhibitors of cullin neddylation, primary screen, biochemical, TR-FRET, uHTS, NAE and Ubc12; NEDD8-conjugating enzyme Ubc12 (Homo sapiens) + NEDD8-activating enzyme E1 regulatory …; calls only at 25 µM; 360,000 tested, 0.58% active; in the data active = inhibition above about 36%
* = called active by the depositor.

For CC(C)OC(=O)CC1C(=O)NCCN1C(=O)COc1ccc(C(C)(C)C)cc1 (configuration not stated) the results were MLLE-PAM2 inh 9, MT1-MMP act inh 1, FAS-TE inh 0, CendR NRP1 mod 3, SKN-1 block 6, eLon inh -12, Rin1 Abl inh -1, MsrA act -1 and Neddyl block inactive.
For CCn1c(=O)c2c(nc3n2CCCN3CCc2ccc(OC)c(OC)c2)n(C)c1=O the results were MLLE-PAM2 inh -12, MT1-MMP act inh -3, FAS-TE inh -8, CendR NRP1 mod 7, SKN-1 block 8, eLon inh 5, Rin1 Abl inh 5, MsrA act -2 and Neddyl block inactive.
Screening O=C(NCC1OCCc2ccccc21)c1ccco1 (configuration not stated) returned MLLE-PAM2 inh 11, MT1-MMP act inh -2, FAS-TE inh -10, CendR NRP1 mod -17, SKN-1 block -17, eLon inh -4, Rin1 Abl inh 5, MsrA act -10 and Neddyl block inactive.
`Cc1nc(SCC(=O)Nc2ccc(F)cc2)c(C#N)c(C)c1CC(=O)c1ccc(Br)cc1` gave MLLE-PAM2 inh 12, MT1-MMP act inh -19, FAS-TE inh -3, CendR NRP1 mod -8, SKN-1 block 6, eLon inh 5, Rin1 Abl inh -2, MsrA act -3 and Neddyl block inactive.
For O=C(CN1C(=O)NC2(CCCCC2)C1=O)Nc1ccc2c(c1)OCCCO2 the results were MLLE-PAM2 inh -32, MT1-MMP act inh 4, FAS-TE inh -3, CendR NRP1 mod -2, SKN-1 block 1, eLon inh -13, Rin1 Abl inh 1, MsrA act -3 and Neddyl block inactive.
Screening CCOC(=O)Cn1nnc(-c2ccc(S(C)(=O)=O)cc2)n1 returned MLLE-PAM2 inh -1, MT1-MMP act inh -4, FAS-TE inh -4, CendR NRP1 mod 7, SKN-1 block -16, eLon inh 0, Rin1 Abl inh 3, MsrA act -4 and Neddyl block inactive.
Cc1c(NC(=O)Cn2nc(C(F)(F)F)c3c2CCCC3)c(=O)n(-c2ccccc2)n1C was read as MLLE-PAM2 inh -3, MT1-MMP act inh 2, FAS-TE inh 3, CendR NRP1 mod 23*, SKN-1 block -1, eLon inh -3, Rin1 Abl inh 0, MsrA act -3 and Neddyl block inactive.
Screening Cn1c(=O)c2ccccc2n(CC(=O)NC2CCCC2)c1=O returned MLLE-PAM2 inh 0, MT1-MMP act inh 3, FAS-TE inh -2, CendR NRP1 mod 4, SKN-1 block 16, eLon inh -5, Rin1 Abl inh -1, MsrA act -2 and Neddyl block inactive.
For COCCNC(=O)C1CCCN(Cc2ccccc2F)CC1 (configuration not stated) the results were MLLE-PAM2 inh -4, MT1-MMP act inh 2, FAS-TE inh -5, CendR NRP1 mod -7, SKN-1 block -3, eLon inh -5, Rin1 Abl inh -3, MsrA act -3 and Neddyl block inactive.
`CN1C(=O)N(C)C2(c3ccccc3)N(C(C)(C)C)C(=O)NC12c1ccccc1` (configuration not stated) gave MLLE-PAM2 inh 8, MT1-MMP act inh -1, FAS-TE inh -10, CendR NRP1 mod -12, SKN-1 block 0, eLon inh -12, Rin1 Abl inh 3, MsrA act -7 and Neddyl block inactive.
`COc1cccc(CNc2nc(NCc3cccs3)nc3ccsc23)c1` gave MLLE-PAM2 inh -6, MT1-MMP act inh -4, FAS-TE inh 12, CendR NRP1 mod 12, SKN-1 block 7, eLon inh 2, Rin1 Abl inh 0, MsrA act 0 and Neddyl block inactive.
CN1CCN(c2cc(=O)n(-c3ccc(Cl)cc3)c(=O)[nH]2)CC1 was read as MLLE-PAM2 inh 12, MT1-MMP act inh 1, FAS-TE inh -4, CendR NRP1 mod 4, SKN-1 block 4, eLon inh -6, Rin1 Abl inh 0, MsrA act -1 and Neddyl block inactive.
O=c1oc2ccccc2cc1-c1csc(Cc2nc(-c3ccc(Br)cc3)cs2)n1 was read as MLLE-PAM2 inh 10, MT1-MMP act inh 2, FAS-TE inh 27, CendR NRP1 mod 5, SKN-1 block 9, eLon inh 8, Rin1 Abl inh 0, MsrA act -6 and Neddyl block inactive.
Screening COc1ccc(OC)c(C(C)NC(=S)Nc2ccc(S(=O)(=O)Nc3ncccn3)cc2)c1 (configuration not stated) returned MLLE-PAM2 inh 7, MT1-MMP act inh -2, FAS-TE inh -3, CendR NRP1 mod 0, SKN-1 block 6, eLon inh -5, Rin1 Abl inh 5, MsrA act -1 and Neddyl block inactive.
CC(Sc1ncc(C#N)c(N)n1)C(=O)Nc1ccccc1 (configuration not stated) was read as MLLE-PAM2 inh -2, MT1-MMP act inh 2, FAS-TE inh 1, CendR NRP1 mod 5, SKN-1 block 17, eLon inh 2, Rin1 Abl inh 5, MsrA act 2 and Neddyl block inactive.
O=C(NNC(=O)C1C2CCC(C2)C1C(=O)O)c1cccc(Cl)c1 (configuration not stated) was read as MLLE-PAM2 inh -3, MT1-MMP act inh 4, FAS-TE inh -6, CendR NRP1 mod 0, SKN-1 block -10, eLon inh -4, Rin1 Abl inh 4, MsrA act -7 and Neddyl block inactive.
`Cc1noc(C)c1CCC(=O)Nc1c(C(C)C)cccc1C(C)C` gave MLLE-PAM2 inh -61, MT1-MMP act inh 5, FAS-TE inh -1, CendR NRP1 mod 8, SKN-1 block -8, eLon inh -4, Rin1 Abl inh 2, MsrA act -13 and Neddyl block inactive.
Cc1nn(C)c(C(=O)Nc2cccc(CN3CCOCC3)c2)c1Br was read as MLLE-PAM2 inh 13, MT1-MMP act inh 0, FAS-TE inh -9, CendR NRP1 mod 3, SKN-1 block -10, eLon inh -9, Rin1 Abl inh 2, MsrA act -4 and Neddyl block inactive.
`CCOC(=O)c1c(CSc2ccccc2)n(C)c2ccc(O)cc12` gave MLLE-PAM2 inh -2, MT1-MMP act inh 1, FAS-TE inh 0, CendR NRP1 mod 11, SKN-1 block 2, eLon inh -2, Rin1 Abl inh 1, MsrA act -9 and Neddyl block inactive.
COc1ccc(NC2=NC(C)(CO)CS2)cc1 (configuration not stated) was read as MLLE-PAM2 inh 5, MT1-MMP act inh 4, FAS-TE inh -6, CendR NRP1 mod 7, SKN-1 block 1, eLon inh 6, Rin1 Abl inh 1, MsrA act -6 and Neddyl block inactive.

Structural class, those above with a tert-butyl group (2)
For CC(C)OC(=O)CC1C(=O)NCCN1C(=O)COc1ccc(C(C)(C)C)cc1 (configuration not stated) the results were MLLE-PAM2 inh 9, MT1-MMP act inh 1, FAS-TE inh 0, CendR NRP1 mod 3, SKN-1 block 6, eLon inh -12, Rin1 Abl inh -1, MsrA act -1 and Neddyl block inactive.
`CN1C(=O)N(C)C2(c3ccccc3)N(C(C)(C)C)C(=O)NC12c1ccccc1` (configuration not stated) gave MLLE-PAM2 inh 8, MT1-MMP act inh -1, FAS-TE inh -10, CendR NRP1 mod -12, SKN-1 block 0, eLon inh -12, Rin1 Abl inh 3, MsrA act -7 and Neddyl block inactive.

The list goes on.
Cc1ccc(Nc2nnc(SCc3cc(=O)n4ccsc4n3)s2)c(C)c1 was read as MLLE-PAM2 inh -71, MT1-MMP act inh -4, FAS-TE inh 5, CendR NRP1 mod 7, SKN-1 block 3, eLon inh 4, Rin1 Abl inh 4, MsrA act -2 and Neddyl block inactive.
O=C(COC(=O)c1ccc([N+](=O)[O-])o1)NCc1ccc(F)cc1 was read as MLLE-PAM2 inh 6, MT1-MMP act inh -4, FAS-TE inh -1, CendR NRP1 mod -10, SKN-1 block -12, eLon inh -28, Rin1 Abl inh 7, MsrA act 3 and Neddyl block inactive.
CCC(=O)N1CCc2cc(S(=O)(=O)CCC(=O)NCCC3=CCCCC3)ccc21 was read as MLLE-PAM2 inh -2, MT1-MMP act inh 1, FAS-TE inh -2, CendR NRP1 mod 2, SKN-1 block 1, eLon inh 0, Rin1 Abl inh 0, MsrA act -8 and Neddyl block inactive.
Screening COc1cccc(NC(=O)C2c3cc(OC)c(OC)cc3C(=O)N(C)C2c2cccnc2)c1 (configuration not stated) returned MLLE-PAM2 inh -7, MT1-MMP act inh 5, FAS-TE inh -9, CendR NRP1 mod 9, SKN-1 block 15, eLon inh 4, Rin1 Abl inh 1, MsrA act 3 and Neddyl block inactive.
`CN(c1ccccc1)S(=O)(=O)c1cccc(C(=O)OCC(=O)Nc2ccc3[nH]c(=O)[nH]c3c2)c1` gave MLLE-PAM2 inh -7, MT1-MMP act inh 1, FAS-TE inh -6, CendR NRP1 mod 6, SKN-1 block 0, eLon inh -2, Rin1 Abl inh -1, MsrA act -2 and Neddyl block inactive.
For COc1ccc(C(=O)Nc2cc(OC)ccc2OC)cc1 the results were MLLE-PAM2 inh 8, MT1-MMP act inh 3, FAS-TE inh -3, CendR NRP1 mod 14, SKN-1 block -9, eLon inh -4, Rin1 Abl inh -2, MsrA act 2 and Neddyl block inactive.
For O=C1CC(c2ccccc2)C(C(=O)Nc2ccccc2F)N1 (configuration not stated) the results were MLLE-PAM2 inh -5, MT1-MMP act inh 0, FAS-TE inh -3, CendR NRP1 mod 4, SKN-1 block 8, eLon inh 7, Rin1 Abl inh 0, MsrA act 0 and Neddyl block inactive.
Screening COc1ccc(CNC(=O)CCN2C(=O)c3ccccc3C2=O)cc1 returned MLLE-PAM2 inh -1, MT1-MMP act inh 0, FAS-TE inh -2, CendR NRP1 mod 4, SKN-1 block 5, eLon inh -7, Rin1 Abl inh 3, MsrA act 1 and Neddyl block inactive.
Screening C[C@@H]1NS(=O)(=O)[C@H]2C[C@@H]3C=C[C@]2(O3)[C@H]1OC(=O)Nc1ccc(C(F)(F)F)cc1[N+](=O)[O-] returned MLLE-PAM2 inh 10, MT1-MMP act inh -2, FAS-TE inh -14, CendR NRP1 mod 10, SKN-1 block -11, eLon inh -5, Rin1 Abl inh -2, MsrA act 2 and Neddyl block inactive.
`COc1ccc(-n2nnnc2SCC(=O)NC2CCS(=O)(=O)C2)cc1` (configuration not stated) gave MLLE-PAM2 inh 3, MT1-MMP act inh 1, FAS-TE inh -7, CendR NRP1 mod 0, SKN-1 block -10, eLon inh 1, Rin1 Abl inh -1, MsrA act -7 and Neddyl block inactive.
O=C(NC1CCS(=O)(=O)C1)Oc1ccccc1 (configuration not stated) was read as MLLE-PAM2 inh 4, MT1-MMP act inh -3, FAS-TE inh -9, CendR NRP1 mod -7, SKN-1 block 17, eLon inh 5, Rin1 Abl inh -1, MsrA act -3 and Neddyl block inactive.
`CN(C)c1ccc(C2NCCS2)cc1` (configuration not stated) gave MLLE-PAM2 inh 19, MT1-MMP act inh -5, FAS-TE inh -11, CendR NRP1 mod -5, SKN-1 block 9, eLon inh -6, Rin1 Abl inh 1, MsrA act -3 and Neddyl block inactive.

2 consecutive entries from above:
O=C(NC1CCS(=O)(=O)C1)Oc1ccccc1 (configuration not stated) was read as MLLE-PAM2 inh 4, MT1-MMP act inh -3, FAS-TE inh -9, CendR NRP1 mod -7, SKN-1 block 17, eLon inh 5, Rin1 Abl inh -1, MsrA act -3 and Neddyl block inactive.
`CN(C)c1ccc(C2NCCS2)cc1` (configuration not stated) gave MLLE-PAM2 inh 19, MT1-MMP act inh -5, FAS-TE inh -11, CendR NRP1 mod -5, SKN-1 block 9, eLon inh -6, Rin1 Abl inh 1, MsrA act -3 and Neddyl block inactive.

Hits appear at their usual frequency; any-hit rate near 4%.
